Screening data: PubChem BioAssay, National Center for Advancing Translational Sciences (NCATS)
Rab9 prom act = activates the Rab9 promoter; Huh7 Rab9 promoter-luciferase reporter, luminescence, 24 h; Potency, µM (titrated, usually from 9.22 µM), for the others: at the highest dose activation, negative = inhibition, actives largely listed as activators; 320,000 tested, 2.8% active; also: potency is read from the fitted curve at half-maximal effect; % of control where 0% means no effect; nearly all actives have a fitted effect of over 60% in size
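Promoter activation is measured as luciferase luminescence in Huh7 cells stably transfected with a Rab9 promoter–luciferase construct, following 24 h compound exposure at 37 °C and 10 min reagent incubation at ambient temperature.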
MBNL1-CUG inh = MBNL1-poly(CUG) RNA binding inhibition. TR-FRET MBNL1-His/biotin-(CUG)12 binding, 665/545 ratio. Q9NR56. AID 2675. 280,000 tested, 0.036% active. Potency, µM (doses to about 57.5 µM), for the others: top-dose activity change, negative = inhibition, most hits filed as inhibitors; active = well fitted inhibition curve with a large enough effect in the signal ratio, with a control signal flat, not every such curve was filed as active; inconclusive = small, poorly fitted or top-dose-only effect, or effect the other way, or a change in a side signal; inactive = no such curve, though single readings can be large or run the other way; the % refers to the signal ratio; also: potency is read from the fitted curve at half-maximal effect; % is scaled to controls: 0 for no effect and ±100 for the full control effect
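Compounds (final 92 nM to 58 uM) are added to His-tagged MBNL1 and biotin-(CUG)12, then terbium anti-His antibody and streptavidin-XL665 (5 nM final). After 60 min at room temperature, the 665/545 nm ratio is read.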
KCNH2 3.1 block = KCNH2 3.1 (human) potassium channel inhibition; activity change, % (tested at about 1.8 µM); U2OS KCNH2 3.1, thallium flux FluxOr; stronger effect = lower value; 340,000 tested, 0.95% active;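 active = maximum activity change below -70%; inconclusive = maximum activity change from -70% to -50%; inactive = maximum activity change above -50%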;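 also: thallium influx rate constant from kinetic fluorescence after stimulation buffer; % is scaled to controls: 0 for no effect and ±100 for the full control effect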
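Thallium flux via FluxOr fluorescence (Red40 quencher, 45 min loading) in U2OS cells virally expressing the KCNH2 3.1 isoform (1.77 x 10^8 /mL virus, overnight at 37 C). Rate constants from 2-min kinetic reads post-stimulation, normalised to positive and negative controls.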
PKM2 activator = increases activity of human pyruvate kinase M2. P14618. purified PKM2, Kinase-Glo ATP luminescence, activation; response scale: 0% is enzyme alone, no compound. Potency, µM (titrated, usually from 57.5 µM), for the others: at the top dose activation, most hits filed as activators. 260,000 tested, 0.34% active. AID 1631; also: potency is read from the fitted curve at half-maximal effect; % is scaled to controls: 0 for no effect and ±100 for the full control effect; nearly all actives have a fitted effect of over 55% in size
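Purified hPK-M2 (>95% pure) converted ADP (0.1 mM final) to ATP with 0.5 mM PEP in 50 mM imidazole pH7.2, KCl, MgCl2, Tween 20, BSA; 1 h at room temperature. ATP detected by Kinase-Glo luminescence.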
ELG1 repair inh = blocks ELG1-dependent DNA repair in HEK293T cells; AID 504467; Potency, µM (titrated, usually from 46.1 µM), without a hit: at the highest dose activity change, negative = inhibition, actives largely listed as inhibitors; HEK293T ELG1-luciferase reporter, luminescence, 16 h; DNA damage induced by 5-fluorouridine; 330,000 tested, 2.3% active; also: potency is read from the fitted curve at half-maximal effect; % is scaled to controls: 0 for no effect and ±100 for the full control effect; nearly all actives have a fitted effect of over 55% in size
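Cells (2,000 per well) received 5-fluorouridine plus test compound or DMSO and were incubated 16 hr at 37 °C, 5% CO2. Luciferase activity was read by luminescence 30 min after ONE-Glo addition; signal suppression marked inhibition of damage-induced ELG1 function.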
FLuc modulator = firefly luciferase modulation, counter-screen for miR-21 project. Potency, µM (top dose mostly 57.5 µM), inactives show top-dose activity change, negative = inhibition, usual class: inhibitors. 360,000 tested, 6.9% active. AID 588342. purified FLuc, Km substrates, luminescence inhibition. P08659;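 also: potency is read from the fitted curve at half-maximal effect; plate controls were vehicle for no effect and reference inhibitor for full effect; nearly all actives have a fitted effect of over 55% in size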
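Purified P. pyralis luciferase, 10 nM final, with Km-level 10 uM D-luciferin and 10 uM ATP in 50 mM Tris acetate pH 7.5, 10 mM Mg acetate, 0.01% Tween-20, 0.05% BSA; 6-point qHTS titration about 60 µM downward; luminescence read.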
Mito fusion act = mitochondrial division inhibition or fusion activation. 320,000 tested, 0.23% active. S. cerevisiae fusion-defective mutant growth rescue, CellTiterGlo 48 h. Potency, µM (series often up to 46.1 µM), without a hit: at the highest dose growth rescue (activation), most hits filed as activators. AID 485298;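 also: potency is read from the fitted curve at half-maximal effect; % of control where 0% means no effect; nearly all actives have a fitted effect of over 45% in size; temperature-sensitive fusion mutants such as fzo1-1 at 37 °C on non-fermentable ethanol glycerol medium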
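S. cerevisiae fusion-defective temperature-sensitive mutants (e.g. fzo1-1, mgm1-5) grown 48 h at 37C in YPEG (ethanol/glycerol non-fermentable) medium with 23 nl compound per well; growth rescue read as CellTiterGlo luminescence.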
RORg inh = inhibitors of mouse ROR gamma transcriptional activity; P51450; Drosophila S2 Gal4-RORgamma UAS-luciferase reporter, 20 h; Potency, µM (series often up to 53.6 µM), without a hit: top-dose activity change, negative = inhibition, actives largely listed as inhibitors; 310,000 tested, 5.4% active; AID 2551; also: potency is read from the fitted curve at half-maximal effect; % is scaled to controls: 0 for no effect and ±100 for the full control effect; nearly all actives have a fitted effect of over 60% in size
Target sequence (P51450 whole entry, looked up, the tested form may be a part): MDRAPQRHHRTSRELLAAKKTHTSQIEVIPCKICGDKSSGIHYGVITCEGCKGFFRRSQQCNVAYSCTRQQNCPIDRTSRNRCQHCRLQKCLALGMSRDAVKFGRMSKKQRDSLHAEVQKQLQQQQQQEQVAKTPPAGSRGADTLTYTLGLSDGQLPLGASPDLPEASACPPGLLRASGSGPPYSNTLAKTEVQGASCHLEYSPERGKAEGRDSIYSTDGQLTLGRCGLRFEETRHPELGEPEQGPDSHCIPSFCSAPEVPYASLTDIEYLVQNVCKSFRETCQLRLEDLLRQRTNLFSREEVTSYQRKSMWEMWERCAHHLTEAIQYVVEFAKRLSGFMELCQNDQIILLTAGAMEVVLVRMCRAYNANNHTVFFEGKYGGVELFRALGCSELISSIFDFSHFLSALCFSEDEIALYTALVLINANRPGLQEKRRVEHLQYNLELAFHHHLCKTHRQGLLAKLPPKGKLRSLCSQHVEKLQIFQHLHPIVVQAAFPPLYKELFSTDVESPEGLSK
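Using a luciferase readout, inhibitors were identified by reduced reporter activity in Drosophila cells coexpressing a copper-inducible Gal4–ROR gamma fusion and UAS-driven Photinus luciferase, incubated 20 hr after 700 uM copper sulfate.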
NPC1 prom act = activators of NPC1 promoter; Huh7 NPC1 promoter luciferase reporter, 24 h; Potency, µM (titrated, usually from 9.22 µM), without a hit: at the highest dose activation, actives largely listed as activators; 320,000 tested, 2.4% active; AID 485313;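 also: potency is read from the fitted curve at half-maximal effect; % of control where 0% means no effect; nearly all actives have a fitted effect of over 60% in size; reporter is driven by a mutant NPC1 promoter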
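Luminescence read-out of NPC1 promoter-driven luciferase in stably transfected Huh7 cells; compounds delivered in DMSO and left 24 h at 37C, 5% CO2, qHTS titration format.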
Gal4-VP16 FLuc = inhibits Gal4-VP16 luciferase reporter, ROR gamma counter-screen. Drosophila S2 Gal4-VP16 UAS-luciferase, luminescence, 20 h. 310,000 tested, 3.5% active. Potency, µM (highest dose often 53.6 µM), inactives show at the highest dose activity, negative = inhibition, usual class: inhibitors;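 also: Gal4-VP16 expression switched on by copper sulfate through the metallothionein promoter; potency is read from the fitted curve at half-maximal effect; % is scaled to controls: 0 for no effect and ±100 for the full control effect; nearly all actives have a fitted effect of over 50% in size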
Menin-MLL TR inh = menin-MLL binding inhibition, Texas Red mutant peptide; O00255; Menin + Texas Red MLL mutant peptide, fluorescence polarization; Potency, µM (top dose mostly 61.6 µM), inactives show top-dose FP activity change, negative = inhibition, hits mostly inhibitors; 270,000 tested, 0.23% active; AID 1768; active = well fitted inhibition curve with a large enough effect in the polarisation, with a control signal flat, not every such curve was filed as active; inconclusive = small, poorly fitted or top-dose-only effect, or effect the other way, or a change in a side signal; inactive = no such curve, though single readings can be large or run the other way; the % refers to the polarisation; also: potency is read from the fitted curve at half-maximal effect; % of control where 0% means no effect; many of its hits are not listed in these tables
Target sequence (O00255 whole entry, looked up): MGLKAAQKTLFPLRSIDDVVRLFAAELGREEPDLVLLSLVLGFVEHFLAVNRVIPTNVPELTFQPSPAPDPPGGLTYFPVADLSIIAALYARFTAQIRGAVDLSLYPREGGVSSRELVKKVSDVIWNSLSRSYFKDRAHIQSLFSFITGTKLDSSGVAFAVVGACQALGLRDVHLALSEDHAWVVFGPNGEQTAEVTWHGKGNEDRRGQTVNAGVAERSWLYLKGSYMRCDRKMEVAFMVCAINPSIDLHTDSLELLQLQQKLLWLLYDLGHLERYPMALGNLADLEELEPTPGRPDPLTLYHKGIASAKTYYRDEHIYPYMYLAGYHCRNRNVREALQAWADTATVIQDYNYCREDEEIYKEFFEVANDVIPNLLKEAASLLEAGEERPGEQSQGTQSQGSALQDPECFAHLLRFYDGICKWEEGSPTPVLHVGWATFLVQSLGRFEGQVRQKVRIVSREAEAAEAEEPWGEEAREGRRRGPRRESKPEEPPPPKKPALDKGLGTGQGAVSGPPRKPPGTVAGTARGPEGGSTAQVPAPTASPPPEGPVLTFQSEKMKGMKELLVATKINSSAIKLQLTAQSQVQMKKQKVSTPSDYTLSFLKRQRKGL
Active calls of the source: *; ? = inconclusive; . = no result given; & = joins results of further samples. Unless noted, calls follow the shape of the dose curve; as a rule, active = well fitted curve in the direction sought with a large enough effect; inconclusive = small, poorly fitted or top-dose-only effect, or another doubt; inactive = no such curve, though single readings can be large; an effect the other way counts as inactive or inconclusive. These rows are one share of the data (hit frequency here may not be typical).

smiles,FLuc modulator,MBNL1-CUG inh,Mito fusion act,KCNH2 3.1 block,Rab9 prom act,RORg inh,Menin-MLL TR inh,Gal4-VP16 FLuc,PKM2 activator,NPC1 prom act,ELG1 repair inh
CC(C)(C)c1cc(-c2ccco2)c(C#N)c(SCC#N)n1,4.5%,13.5%,2.6%,2.6,-4.0%,?,-1.3%,-14.3%,2.6%,-4.0%,16.8%
Cn1cc(NC(=O)Nc2ccc(C(F)(F)F)cc2)c(C(F)(F)F)n1,-1.0%,-10.0%,-4.7%,-0.3,-2.4%,33.3%,.,-3.5%,0.3%,0.2%,-5.7%
O=C1NCCN(Cc2cccc(Oc3ccccc3)c2)C1CC(=O)N1CCCO1 (stereo unspecified),-15.9%,-1.7%,0.6%,-20.6,-3.2%,?,-0.7%,-24.9%,3.8%,-3.2%,-11.0%
CC1CCN(c2nc(-c3ccncc3)nc3ccccc23)CC1,1.6%,7.4%,24.8%,-4.7,-2.6%,11.2µM*,?,?,0.3%,-2.8%,?
C/C(=N/NC(=O)c1ccc(NC(=O)c2ccc(F)cc2)cc1)c1ccccc1,3.1%,-4.5%,-1.3%,6.9,-1.6%,-31.3%,?,?,2.6%,-4.1%,1.5%
O=C(CNCC1CCCO1)Nc1ccccc1-n1cccc1 (stereo unspecified),4.0%,?,-5.1%,6.9,-0.4%,?,-14.9%,1.5%,1.0%,-1.6%,-6.7%
CC(C)(C)c1ccc(S(=O)(=O)NCc2ccc(C(=O)NCC3CCCO3)cc2)cc1 (stereo unspecified),0.1%,0.9%,0.8%,-2.0,8.3%,-22.7%,.,-6.5%,-10.4%,3.6%,6.7%
C[n+]1cccc(C(=O)NCC2CCCO2)c1 (stereo unspecified),-0.3%,-0.3%,-0.7%,10.8,4.6%,9.7%,-16.3%,-5.8%,0.2%,-3.1%,-9.9%
O=C(N/N=C/c1ccc(O)cc1)c1cc[n+](Cc2ccccc2)cc1,0.5%,?,-1.7%,13.8,4.6%,5.3%,12.6%,3.0%,1.9%,-4.3%,19.4%
CCOC(=O)c1cn(Cc2ccccc2)nn1,-0.1%,-37.6%,2.6%,2.1,13.4%,20.4%,-2.9%,-1.4%,-0.5%,-0.1%,20.6%
CSc1cccc(NC(=O)c2ccccc2N(C)S(C)(=O)=O)c1,-2.9%,-9.0%,3.0%,-15.5,-1.4%,6.7%,1.3%,-4.0%,4.4%,3.4%,10.8%
CCc1ccc2c(c1)[C@]1(C(=O)N2)[C@@H]2C(=O)N(Cc3ccccc3)C(=O)[C@@H]2[C@@H]2CCCN21,-10.9%,-0.4%,4.7%,-9.6,5.5%,?,-4.6%,0.0%,4.1%,10.9%,1.5%
O=C1CN(C(=O)NCC(=O)N2CCCC2)c2ccccc2N1,-3.5%,0.1%,-3.5%,22.3,14.0%,-3.2%,.,-10.7%,.,0.8%,23.8%
COc1cccc(C(=O)N2CCN(Cc3ccccc3[N+](=O)[O-])CC2)c1,-2.0%,3.2%,-4.8%,0.9,1.2%,6.9%,-11.9%,2.6%,4.1%,-1.3%,4.8%
C[C@@H](O)C(C(=O)N1CCNCC1)n1cc([C@@H](N)CCCCN)nn1 (stereo partly specified),-1.5%,.,4.5%,-4.5,-0.4%,.,.,.,.,-1.8%,6.7%
COc1ccc(CN2CCC(n3nccc3NC(=O)c3cccc(F)c3)CC2)cc1O,1.9%,-6.9%,2.4%,-109.9*,5.2%,-17.3%,-18.4%,-6.1%,-3.3%,4.9%,-0.1%
Cc1cc(=O)c2ccccc2[nH]1,-0.8%,-10.1%,1.1%,12.4,-0.9%,1.5%,13.9%,-0.4%,-0.7%,0.8%,-2.4%
Cc1nnc(Nc2ccccc2)n(N)c1=O,3.9%,-10.5%,-3.8%,-7.7,0.0%,5.4%,1.5%,7.9%,-0.9%,-2.0%,7.0%
COc1cc(N=c2ssnc2Cl)cc(OC)c1OC,15.1µM*,11.9%,0.6%,-13.3,0.6%,?,.,15.8µM*,-31.0%,-4.0%,-1.2%
CC(=O)c1sc(NC(=O)c2cccc(C)c2)nc1C,6.75µM*,3.9%,5.7%,-3.1,2µM*,-40.5%,8.0%,-6.7%,-20.6%,3.16µM*,?
CCN(CC)CCN(C(=O)CCOc1ccccc1)c1nc2ccc(F)cc2s1,2.7%,-2.0%,-8.2%,9.4,-0.4%,-8.3%,-4.8%,4.2%,-4.3%,4.0%,?
CC(=O)c1cnn(-c2cc(Oc3ccc(F)cc3)ncn2)c1C,-0.6%,-7.9%,1.7%,-2.7,19.6%,16.6%,10.5%,0.3%,-1.9%,10.4%,?
CC(OC(=O)c1cccc(-n2cnnn2)c1)c1nc2ccccc2c(=O)[nH]1 (stereo unspecified),7.7%,.,0.0%,6.6,-4.1%,.,.,.,.,1.0%,-23.6%
CC1(C)CSC(=NCc2ccccc2)N1C(=O)c1cccc([N+](=O)[O-])c1,5.2%,24.1%,-8.6%,15.8,-2.6%,-3.7%,?,2.0%,-1.3%,-0.5%,24.6%
CCOC(=O)C1(Cc2ccccc2Cl)CCN(C(=O)c2cnccn2)CC1,15.1µM*,-4.1%,0.1%,-15.4,2.82µM*,-0.3%,-0.4%,22.2%,1.0%,?,?
O=C(Nc1ccc(Cl)cc1F)C1CC(=O)N(Cc2ccco2)C1 (stereo unspecified),4.9%,.,-4.7%,7.9,0.0%,.,.,.,.,-0.6%,1.3%
CCC(=O)c1ccc(OCC(=O)NCCc2ccccn2)cc1,-1.1%,2.5%,-3.5%,-10.2,9.9%,4.3%,-2.4%,5.6%,-9.9%,-1.3%,1.9%
COc1ccc(S(=O)(=O)N2CCOCC2)cc1NC(=O)/C=C/c1ccc(F)cc1,1.8%,.,2.3%,-3.0,-1.6%,.,.,.,.,-4.3%,-15.8%
CCC(NC(=O)c1cc(COc2ccc(F)cc2Cl)on1)c1ccncc1 (stereo unspecified),21.3µM*,-0.2%,1.0%,-40.2,-4.4%,.,-2.2%,.,1.2%,-1.1%,?
COc1ccc(-c2nc(C(=O)NCC3CCCO3)cc3c2[nH]c2ccccc23)cc1 (stereo unspecified),-2.4%,-2.3%,-13.0%,-5.9,-4.4%,?,?,-15.3%,-1.2%,-1.8%,?
CCC(=O)Nc1ccc(C(=O)CSc2nc3ccc(C)cc3[nH]2)cc1,?,-7.5%,-2.6%,-16.3,3.5%,38.2%,?,3.0%,-5.9%,13.3%,?
Cc1ccc(C(=O)CCNc2ccc(Br)cc2)o1,?,-2.0%,-4.3%,13.1,.,19.2%,-11.2%,21.3%,0.2%,.,.
CCn1c(=O)c(=O)n(CC)c2cc(S(=O)(=O)Nc3cccc(OC)c3)ccc21,4.3%,3.7%,3.8%,-10.7,0.9%,10.2%,10.9%,-6.4%,?,-0.3%,-5.7%
O=C(Nc1ccc2ccccc2n1)C1CCCCC1,6.01µM*,-12.0%,-1.8%,3.7,0.794µM*,6.7%,.,-13.9%,-14.4%,1.12µM*,?
CC1=C(C(=O)OCc2ccccc2)C(c2cccnc2)c2c(n(C)c(=O)n(C)c2=O)N1 (stereo unspecified),0.8%,-4.4%,1.1%,16.1&-0.5,-1.1%,-22.2%,-3.5%,-17.6%,-4.8%,-2.9%,-14.8%
Cc1ccc2sc(N(CCCN(C)C)C(=O)c3ccc(S(=O)(=O)N4CCCCCC4)cc3)nc2c1C,0.1%,.,-11.8%,-13.0,0.7%,.,.,.,.,-5.6%,?
CCCCn1c(N)c(N(CCC(C)C)C(=O)CC2OC(=O)c3ccccc32)c(=O)[nH]c1=O (stereo unspecified),3.2%,.,-4.5%,-0.8,9.7%,.,.,.,.,-4.5%,?
